BCR signal inh: blocks chronic active B-cell receptor signaling | ABC-DLBCL IkBa-CBG/CBR reporter, luminescence ratio, 4 h | Potency, µM (series often up to 46.1 µM), without a hit: at the highest dose ratio change, negative = lower green/red ratio, usual class: inhibitors | hit rate 0.05% among 340,000 | AID 493014; active = well fitted inhibition curve with a large enough effect in the signal ratio, with a control signal flat, not every such curve was filed as active; inconclusive = small, poorly fitted or top-dose-only effect, or effect the other way, or a change in a side signal; the % refers to the signal ratio;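 note: potency is the fitted concentration of half-maximal effect; plate controls were basal doxycycline-induced cells for no effect and cells given 10 µM MG132 for full effect; MG132 reads +100%, hits lower the ratio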
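Concentration-response series (up to 46 uM) were applied to TMD8 dual-reporter cells for 4 h at 37C with doxycycline. Green/red ratio, after filter-overlap correction, defined %Activity; red signal alone was normalised to basal cells and zero luminescence.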
Tb PFK inh: inhibitors of T. brucei phosphofructokinase; Potency, µM (doses to about 57.5 µM), for inactives: at the top dose activity, negative = inhibition, hits mostly inhibitors; AID 485367; T. brucei PFK, ADP-Glo luminescence; hit rate 0.17% among 330,000;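 note: potency is the fitted concentration of half-maximal effect; 0% = uninhibited 1x PFK enzyme wells and -100% = no-enzyme wells; nearly all actives have a fitted effect of over 60% in size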
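PFK 1.25 nM, F6P 0.5 mM, ATP 0.1 mM, 0.1 M TEA pH 8.0, 5 mM MgCl2, 0.01% Tween20, 0.1% BSA; 45 min RT. ADP-Glo readout. qHTS titration up to 57 uM; curves fitted, compounds curve-classed.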
Giardia kill: Giardia lamblia killing; hit rate 0.15% among 340,000; AID 540267; Giardia lamblia trophozoite viability; activity change, % at 7.66 µM, hits read low; in the data active = activity change below about -80%; inconclusive = between about -30% and that limit;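 note: parasites exposed to compound for two days anaerobically before the ATP read; % is set by controls: 0 for no effect and ±100 for the full control effect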
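Trophozoite viability was measured as ATP-dependent luminescence, read 15-30 min after reagent addition. Before that, parasites at 100 cells/well were exposed to compounds for 48 h, anaerobically, at 37 deg C.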
TSHR antag: antagonists of human thyroid stimulating hormone receptor; TSHR-expressing cells, TSH-stimulated cAMP HTRF, 2 h; hits give low values; hit rate 0.2% among 330,000; AID 504810; activity change, negative = inhibition, % at 11.5 µM;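 active = activity change below a set negative limit, meaning inhibition stronger than a set level, cut at about -70% in these data; inconclusive = activity change between two set negative limits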; note: % is set by controls: 0 for no effect and ±100 for the full control effect
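Freshly harvested TSHR cells receive pin-tooled compound, then EC80 TSH at 4nM final. After 2 hours at 37 deg C, antibody in lysis buffer and cAMP-d2 are added; 30 minutes at ambient temperature precede the HTRF read.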
FBPA coupling cs: counter-screen for Giardia aldolase inhibitors: coupling enzyme system. coupling enzyme system counterscreen, AmpLite Red fluorescence. activity change, negative = inhibition, % at 58.2 µM, hits read low. hit rate 0.67% among 290,000; in the data active = activity change below about -30%; note: % is set by controls: 0 for no effect and ±100 for the full control effect
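First, compound is pin-transferred into glyceraldehyde-3-phosphate coupling-enzyme reagent at 57.5 uM final and held 10 min at RT. Next, substrate, coupling system and AmpLite Red are added. After 20 min RT, fluorescence (525/598 nm) is read.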
A-T KAP1 phos: potential ataxia-telangiectasia treatment; […] A-T fibroblasts, KAP-1 phosphorylation AlphaLISA; neocarzinostatin DNA damage 30 min before lysis; Potency, µM (series often up to 57.5 µM), inactives show top-dose activation, hits mostly activators; hit rate 0.19% among 320,000; AID 485349; note: potency is the fitted concentration of half-maximal effect; % of control where 0% means no effect; nearly all actives have a fitted effect of over 45% in size
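ATM-like activity read as KAP-1 phosphorylation via AlphaLISA donor/acceptor antibody pairs after lysis and 6 hr at 25C. Cells were ATM-null patient fibroblasts ([…], hTERT), dosed 60 min, then exposed to the DSB inducer NCS for 30 min.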
GALK inhibitor: inhibitors of human galactokinase. P51570. Purified GALK, Kinase-Glo residual ATP luminescence. Potency, µM (highest dose often 57.5 µM), without a hit: top-dose activity change, negative = inhibition, usual class: inhibitors. hit rate 0.007% among 270,000. AID 1868; note: potency is the fitted concentration of half-maximal effect; % is set by controls: 0 for no effect and ±100 for the full control effect
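ATP-depletion format; final 35 uM ATP, 100 uM D-galactose, 5 nM enzyme; pH 8.0 HEPES/Mg2+ buffer; 60 min RT; luminescence read 10 min after detection reagent.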
KCNH2 WT inh: blocks the wildtype human KCNH2 potassium channel; Q12809; activity change, % at 1.84 µM; AID 720551; hit rate 0.37% among 340,000; U2OS, BacMam KCNH2, thallium flux FluxOr; hits give low values;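 active = maximum activity change below -70%; inconclusive = maximum activity change between -70% and -50%; inactive = maximum activity change above -50%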; note: % is set by controls: 0 for no effect and ±100 for the full control effect
Target sequence (Q12809 whole entry, looked up): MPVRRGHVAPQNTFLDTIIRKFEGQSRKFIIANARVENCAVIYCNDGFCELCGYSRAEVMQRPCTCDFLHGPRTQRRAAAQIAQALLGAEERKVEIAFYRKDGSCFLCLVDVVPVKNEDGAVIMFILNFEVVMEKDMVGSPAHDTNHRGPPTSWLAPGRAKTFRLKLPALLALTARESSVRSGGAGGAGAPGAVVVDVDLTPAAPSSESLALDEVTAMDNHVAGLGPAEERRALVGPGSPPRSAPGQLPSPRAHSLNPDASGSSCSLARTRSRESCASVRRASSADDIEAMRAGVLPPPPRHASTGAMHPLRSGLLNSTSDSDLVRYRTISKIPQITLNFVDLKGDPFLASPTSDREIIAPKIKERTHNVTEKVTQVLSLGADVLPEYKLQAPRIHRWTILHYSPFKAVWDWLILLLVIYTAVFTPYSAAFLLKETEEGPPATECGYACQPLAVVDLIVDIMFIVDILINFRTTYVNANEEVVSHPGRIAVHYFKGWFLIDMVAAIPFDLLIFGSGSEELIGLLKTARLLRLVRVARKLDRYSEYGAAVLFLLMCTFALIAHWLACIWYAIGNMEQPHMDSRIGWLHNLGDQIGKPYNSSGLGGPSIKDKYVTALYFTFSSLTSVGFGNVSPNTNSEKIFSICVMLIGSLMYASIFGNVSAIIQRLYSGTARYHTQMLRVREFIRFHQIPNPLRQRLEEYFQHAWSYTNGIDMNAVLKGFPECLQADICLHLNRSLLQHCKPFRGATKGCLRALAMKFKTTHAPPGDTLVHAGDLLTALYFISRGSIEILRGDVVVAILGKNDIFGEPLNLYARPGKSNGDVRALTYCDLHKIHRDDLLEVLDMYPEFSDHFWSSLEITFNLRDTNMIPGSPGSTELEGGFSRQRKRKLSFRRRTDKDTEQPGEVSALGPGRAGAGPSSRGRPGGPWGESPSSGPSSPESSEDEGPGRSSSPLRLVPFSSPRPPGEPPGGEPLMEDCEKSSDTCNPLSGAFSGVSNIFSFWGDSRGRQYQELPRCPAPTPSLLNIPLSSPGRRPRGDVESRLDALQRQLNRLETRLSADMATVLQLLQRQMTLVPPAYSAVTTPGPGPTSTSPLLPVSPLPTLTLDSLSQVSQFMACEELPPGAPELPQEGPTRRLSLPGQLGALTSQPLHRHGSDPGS
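U2OS cells transduced with wild-type KCNH2 virus are loaded with FluxOr dye for 45 min, and thallium flux is measured in kinetic reads before and after stimulation buffer. Rate constants are normalized to DMSO controls.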
CXXC DNA block: MLL CXXC-DNA interaction inhibition; AID 2662; MLL-CXXC / FITC-HOXA9 DNA fluorescence polarization; Potency, µM (titrated, usually from 115 µM), for the others: at the highest dose activity change, negative = inhibition, actives largely listed as inhibitors; hit rate 0.037% among 290,000; Q03164; active = well fitted inhibition curve with a large enough effect in the polarisation, with a control signal flat, not every such curve was filed as active; inconclusive = small, poorly fitted or top-dose-only effect, or effect the other way, or a change in a side signal; inactive = no such curve, though single readings can be large or run the other way; the % refers to the polarisation; note: potency is the fitted concentration of half-maximal effect
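Steps: dispense CXXC domain solution (7 uM) → pin compounds or unlabeled HOX-A9 DNA control → 5 min ambient → add FLSN-HOX-A9 solution (50 nM) → spin → 30 min ambient → fluorescence polarization. Tris pH 7.5/NaCl/DTT/BSA buffer.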
TCR activator: activators of T cell receptors | primary human leukocytes, anti-CD3, IL-2 HTRF, 48 h | Potency, µM (series often up to 9.22 µM), for inactives: at the highest dose activation of IL-2 secretion, usual class: activators | 330,000 tested, under 10 active | AID 504894; note: % of control where 0% means no effect
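48 hr co-incubation of compounds, a-CD3 beads and primary human leukocytes; IL-2 quantified homogeneously by HTRF with anti-IL-2 K and d2 conjugates.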
Starred values were filed as active, the others as inactive; ? = inconclusive; / = not tested or not shown; [ ] = remark or other dose. Unless noted, calls come from the whole dose curve; as a rule, active = well fitted curve in the direction sought with a large enough effect; inconclusive = small, poorly fitted or top-dose-only effect, or another doubt; inactive = no such curve, though single readings can be large; an effect the other way counts as inactive or inconclusive.

SMILES	BCR signal inh	Tb PFK inh	Giardia kill	TSHR antag	FBPA coupling cs	A-T KAP1 phos	GALK inhibitor	KCNH2 WT inh	CXXC DNA block	TCR activator
O=C(Nc1ccc(-n2cc(Br)cn2)cc1)c1ccncc1	?	-0.3%	-2.9	8.8	-0.3	5.6%	1.1%	0.9	-3.5%	3.4%
CC1CCC(NC(=O)c2cccc(S(=O)(=O)NCc3ccccc3)c2)CC1 (stereo not given)	9.3%	0.4%	-2.6	4.7	/	2.2%	/	3.2	/	5.2%
O=C(COC(=O)c1ccccc1OCc1ccccc1Cl)NC1CCS(=O)(=O)C1 (stereo not given)	-0.9%	3.1%	16.1	/	/	9.3%	/	-9.3	/	-1.3%
O=C(CCNS(=O)(=O)c1ccccc1)Nc1ccccc1	9.2%	-3.4%	10.3	-8.4	-0.5	6.8%	0.0%	-5.1	-4.0%	7.7%
CC(C)Cn1cnc2c1c(=O)[nH]c(=O)n2Cc1ccccc1	-1.1%	-0.1%	0.9	-4.2	0.5	-8.3%	/	-2.3	8.0%	-9.5%
Clc1ccc(CSc2nnc(-c3ccccn3)n2Cc2ccco2)c(Cl)c1	?	-2.1%	-6.9	-3.6	-2.6	?	0.2%	25.5	17.1%	2.4%
CCCC(=O)Nc1ccc2oc(-c3ccc(OC)c(Br)c3)nc2c1	-1.8%	1.7%	2.9	-15.2	4.1	-7.5%	4.1%	-7.8	-6.5%	-2.0%
COc1ccc(/C=C/CN2CCCC(CO)(Cc3cccc(Cl)c3)C2)cc1 (stereo not given)	?	2.5%	9.7	9.0	0.2	/	0.3%	-27.5	-7.1%	7.0%
CCCCn1nnc(N(C(=O)c2cccs2)C(=O)c2cccs2)n1	?	-2.2%	-12.5	0.5	-0.1	7.0%	-0.7%	-5.8	186.0%[activator]	7.1%
CCN(CC)c1ccc(/C=N/N2CCOCC2)c(O)c1	?	-0.5%	-5.1	1.1	0.7	-6.5%	1.6%	-2.7	12.6%	1.1%[46.1 µM]
Cc1ccc(CN2C(=O)CSc3ccc(C(=O)NC4CC4)cc32)cc1	0.0%	7.3%	10.4	9.0	-1.6	-7.0%	0.6%	-0.2	5.1%	-7.1%
COc1ccccc1NS(=O)(=O)c1ccc(C)c(C(=O)N2CCCC2)c1	-0.7%	4.7%	-5.9	-5.3	/	-5.0%	/	-15.9	/	-4.0%
O=[N+]([O-])c1ccccc1OCCCn1cnc2ccccc21	7.3%	-2.8%	-10.2	-7.5	-1.7	6.6%	-1.5%	4.4	8.6%	/
Cc1ccc(/C(N)=N/OC(=O)c2ccc(C)cc2Cl)cc1	?	2.5%	-18.9	-12.6	-3.0	11.3%	-1.7%	2.2	7.0%	-6.6%[46.1 µM]
CC(C)=NNC(=O)C1=NNC(=O)C1	-4.3%	3.1%	-0.3	-5.1	-0.5	5.6%	0.7%	0.0	-6.0%	-2.7%
CCCC(=O)Nc1cc(C)cn(Cc2c(F)cccc2Cl)c1=O	-1.5%	1.4%	-4.1	-3.9	-13.8	2.5%	2.9%	-7.3	-5.9%	3.0%
COc1ccc(OCC(=O)Nc2ccc(N3CCN(C(=O)c4ccccc4)CC3)c(Cl)c2)cc1	?	-1.3%	2.3	-30.0	/	1.7%	3.9%	-4.2	-7.7%	-1.2%
Cc1ccc(S(=O)(=O)NCC(=O)OCC(=O)N2N=C(c3ccc(Cl)cc3)CC2c2ccco2)cc1C (stereo not given)	?	2.5%	-3.0	-0.6	-0.1	18.9%	1.8%	1.9	5.5%	-2.8%[46.1 µM]
Cc1cc(C)n(C(=O)c2ccc(NC(=O)C3CC3)cc2)n1	?	2.9%	14.8	-1.9	1.1	-3.1%	0.8%	-1.3	0.5%	-4.7%
Cn1cccc1/C=C1\SC(=Nc2ccc(O)cc2)NC1=O	?	11.8%	-0.6	3.5	3.2	-10.4%	-1.5%	-5.6	24.1%	6.5%
CC(=O)c1cccc(Nc2nc3ccccc3n3cnnc23)c1	?	3.3%	-0.1	1.4	0.9	-6.5%	-3.4%	2.6	2.3%	-2.3%
O=C(Cn1nc(C(F)(F)F)c2c1CCC2)N1CCN(c2ccccc2)CC1	10.9%	-1.3%	2.5	-5.9	-0.9	-1.2%	10.3%	76.7	0.7%	2.6%
COc1ccc(S(=O)(=O)N2CCCCC2)cc1NC(=O)Cc1sc(C)nc1-c1ccc(F)cc1	-5.4%	2.4%	-17.8	14.4	/	2.2%	/	13.8	/	-3.4%
O=C(NNC(=O)c1ccccc1O)c1ccc(NS(=O)(=O)c2ccc(F)cc2)cc1	?	-0.6%	-22.5	9.3	/	-10.8%	/	-0.9	/	-2.1%
Cc1cc(=O)[nH]c(NCc2ccc(Cl)cc2)n1	0.0%	?	1.1	1.7	1.2	-15.2%	-3.6%	0.7	13.4%	-2.3%
CC1CCc2sc3nc(N4CCN(CCO)CC4)n4ncnc4c3c2C1 (stereo not given)	1.2%	-8.1%	-14.4	1.2	-0.9	-3.8%	-2.5%	-2.4	-3.2%	4.2%
Cc1cc(NC(=O)Nc2cc(C)nn2-c2ccccc2)n(-c2ccccc2)n1	?	-1.8%	7.9	7.1	1.9	-3.2%	1.5%	-2.8	9.9%	0.9%
Cc1[nH]c2ccccc2c1CN1CCC(CO)(Cc2ccccc2)CC1	?	2.5%	15.0	0.4	-0.3	-1.3%[11.5 µM]	-1.5%	23.0	19.2%	3.0%
CCN(C(=O)COC(=O)c1cc2c(s1)CCCCC2)C1CCS(=O)(=O)C1 (stereo not given)	-7.6%	0.9%	-2.8	2.5	0.4	2.6%	-2.7%	-6.8	-0.1%	-2.9%
Cc1ccc(-n2c(C(C)n3nc(C)c([N+](=O)[O-])c3C)n[nH]c2=S)cc1 (stereo not given)	3.3%	-4.3%	17.5	3.0	-1.1	0.1%	-0.6%	-6.5	0.2%	3.9%[46.1 µM]
CCOC(=S)N/C(=N\S(C)(=O)=O)c1ccccc1	5.2%	0.0%	35.7[activator]	-2.4	2.4	6.2%	-2.7%	12.9	10.2%	3.2%
O=C(c1ccc(SCc2ccco2)c([N+](=O)[O-])c1)N1CCOCC1	23.3%	-0.8%	-7.7	-2.5	3.0	-0.5%	1.7%	-9.1	0.9%	-0.2%
O=C(/C=C1\SC(=O)N(CC(=O)Nc2ccc(Cl)cc2)C1=O)Nc1ccc(F)cc1	2.8%	1.0%	2.7	16.8	1.9	-3.7%	-1.8%	-3.5	10.6%	-0.1%[46.1 µM]
CC1CCCC1/C(=N/O)c1ccccc1 (stereo not given)	-2.0%	-11.8%	-17.2	-1.0	-2.0	-2.9%	/	-8.2	11.9%	-1.2%
O=C(N/N=C/c1cc(Br)cs1)c1c[nH]c2ccccc12	?	7.6%	-19.7	-16.2	0.4	3.4%	-1.9%	-21.1	1.6%	0.1%
CCOC(=O)c1c(C)[nH]c(C(=O)Nc2cc(OCC)c(N3CCOCC3)cc2OCC)c1C	3.7%	5.9%	-1.8	-18.0	/	3.0%	/	-0.1	/	-4.2%
O=C(/C=C/Nc1ccc(Nc2ccccc2)cc1)c1cccs1	16.2%	-0.3%	17.2	17.0	0.0	-0.8%	-0.2%	-13.5	-10.4%	5.8%
Cc1nn(Cc2ccccc2)c(C)c1/C=N/NC(=O)c1ccccc1O	?	0.1%	18.5	3.3	7.5	31.6µM*	0.6%	1.3	21.8%	-0.2%
CCCCCCn1c(COc2ccccc2F)nnc1SCC(=O)N1c2ccccc2NC(=O)C1(C)C	-0.6%	-0.9%	-0.8	-4.8	0.7	-0.7%	1.2%	-19.9	-0.7%	4.1%
CCCNC(=O)NC(=O)COC(=O)c1ccc(S(=O)(=O)N(C)c2ccccc2OC)cc1	-14.5%	2.7%	3.8	1.5	-2.8	2.7%	-1.7%	-4.3	-2.8%	-2.0%
Cc1cc(C)c2oc(=O)cc(CN3CCN(Cc4ccccc4)CC3)c2c1	-2.6%	17.5%	0.6	2.3	-3.0	25.1%	1.9%	29.9	-6.9%	-6.9%
CCOC(=O)Nc1c(O)ccc2oc(C)c(-c3ccccc3)c12	4.1%	2.0%	-11.0	6.8	-56.7*	17.2%	-0.8%	-7.0	-7.5%	2.1%
O=S(=O)(Nc1cccc2c1CCCC2)c1ccc(Cl)cc1	7.1%	-1.1%	-1.7	7.1	-7.9	12.5%	-3.1%	-5.6	-8.1%	-4.1%[46.1 µM]
O=c1cc(CN2CCc3ccccc32)c2ccc(O)cc2o1	-12.2%	-7.5%	1.5	-6.4	-1.8	-9.7%	3.8%	-2.8	-4.8%	/
